Source: PubChem BioAssay (National Center for Advancing Translational Sciences (NCATS))
Pf growth 48h: inhibits P. falciparum growth in the first generation, 48 h; P. falciparum luciferase growth in erythrocytes, 48 h; Potency, µM (doses to about 28.7 µM), for inactives: at the highest dose activity change, negative = inhibition, actives largely listed as inhibitors; 5.9% of 310,000 active; further: potency means the concentration at half of the fitted maximal effect; on the % scale 0 is the no-effect control and ±100 the full control effect
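A one-generation exposure of luciferase-tagged malaria parasites in RPMI 1640/Albumax erythrocyte culture, 37 C and 5% CO2. Inhibition is inferred from decreased luminescence after adding detection reagent.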
Cycloheximide cs: counter-screen for Shiga toxin inhibitors: cycloheximide protein synthesis inhibition. 12% of 300,000 active. max response, %. AID 2314. cell reporter, cycloheximide protein synthesis inhibition counterscreen; in the data active means max response mostly above about 13%, no sharp cut-off; inactive means mostly below about 14%; further: read at 38.3 µM for the half of the compounds with a filed dose; 0% is about no effect
Tb PYK inh: blocks Trypanosoma brucei pyruvate kinase; AID 624173; 0.12% of 410,000 active; Q57TT1; TbPYK enzyme, Kinase-Glo Plus ATP luminescence, 45 min; Potency, µM (top dose mostly 76.8 µM), inactives show at the highest dose activity, negative = inhibition, most hits filed as inhibitors; further: potency means the concentration at half of the fitted maximal effect; on the % scale 0 is the no-effect control and ±100 the full control effect; nearly all actives have a fitted effect of over 50% in size
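Enzyme and substrate buffer are dispensed first and compound is pin-transferred. ADP at 130 uM final then starts the reaction, which runs 45 min at room temperature. Detection reagent is added for 10 min before luminescence is imaged.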
AMA1 RON2 block: AMA1-RON2 (P. falciparum) interaction inhibition; 0.2% of 360,000 active; AlphaScreen AMA1-biotinylated RON2 peptide binding; Potency, µM (titrated, usually from 58.2 µM), inactives show top-dose activity change, negative = inhibition, actives largely listed as inhibitors; AID 720542;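 further: potency means the concentration at half of the fitted maximal effect; 0% = vehicle wells and -100% = peptide control; nearly all actives have a fitted effect of over 45% in size; some results filed as inactive show a strong effect at the top dose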
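AMA1 (3D7) with his tag at 25 nM final met compounds first, then biotinylated RON2 peptide at 25 nM; detection used donor plus acceptor beads, 10 µg/mL apiece, read by AlphaScreen after 30 min at room temperature.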
LmPK inh: blocks Leishmania mexicana pyruvate kinase activity; purified LmPK, Kinase-Glo ATP luminescence, 1 h; Potency, µM (titrated, usually from 57.5 µM), for the others: at the highest dose activity change, negative = inhibition, usual class: inhibitors; Q27686; AID 1721; 0.37% of 290,000 active; further: potency means the concentration at half of the fitted maximal effect; on the % scale 0 is the no-effect control and ±100 the full control effect
Target sequence (Q27686 whole entry, looked up): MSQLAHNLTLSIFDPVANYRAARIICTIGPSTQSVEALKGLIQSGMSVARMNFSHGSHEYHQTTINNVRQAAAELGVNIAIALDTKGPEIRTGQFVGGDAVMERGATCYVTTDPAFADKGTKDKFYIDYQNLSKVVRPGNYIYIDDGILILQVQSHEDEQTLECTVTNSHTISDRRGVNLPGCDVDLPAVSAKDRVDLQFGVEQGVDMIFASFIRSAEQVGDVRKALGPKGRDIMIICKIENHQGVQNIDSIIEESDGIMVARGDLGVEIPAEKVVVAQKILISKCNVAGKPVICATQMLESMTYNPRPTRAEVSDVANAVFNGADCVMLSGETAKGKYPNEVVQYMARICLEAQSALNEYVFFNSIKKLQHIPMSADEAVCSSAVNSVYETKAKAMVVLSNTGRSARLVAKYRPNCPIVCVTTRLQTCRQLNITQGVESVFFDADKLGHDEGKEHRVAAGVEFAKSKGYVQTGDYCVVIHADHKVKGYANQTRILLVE
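Purified LmPK (0.1 nM) converted ADP (0.1 mM) to ATP with PEP (0.5 mM) in imidazole buffer pH 7.2 with KCl and MgCl2, 1 h at room temperature. ATP was read by Kinase-Glo luminescence; data normalized to uninhibited and no-enzyme controls.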
Pf growth 96h: P. falciparum growth inhibition at 96 hours; P. falciparum luciferase reporter growth, 96 h; Potency, µM (top dose mostly 28.7 µM), for inactives: at the highest dose activity change, negative = inhibition, actives largely listed as inhibitors; 6.9% of 320,000 active; AID 504834; further: potency means the concentration at half of the fitted maximal effect; on the % scale 0 is the no-effect control and ±100 the full control effect
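Two-generation exposure (96 h) targets delayed-death phenotype. Reporter parasites carrying integrated firefly luciferase, in red cells at 2% hematocrit and 0.05% parasitemia final, kept at 37 C, 5% CO2; luminescence loss indicates inhibition.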
Shiga inhibitor: blocks Shiga toxin action in Vero cells | Vero cells, Shiga toxin protein synthesis inhibition reporter | inhibition, % at 38.7 µM | 9.2% of 290,000 active | AID 2315; in the data active means inhibition mostly above about 28%, no sharp cut-off; inactive means mostly below about 43%; further: 0% is about no effect
* = called active by the depositor; ? = inconclusive; · = not tested or not shown; [ ] = dose if it differs, or a comment. Unless noted, the call rests on the fitted dose curve; in most records, active means well fitted curve in the direction sought with a large enough effect; inconclusive means small, poorly fitted or top-dose-only effect, or another doubt; inactive means no such curve, though single readings can be large; an effect the other way counts as inactive or inconclusive.

SMILES	Pf growth 48h	Cycloheximide cs	Tb PYK inh	AMA1 RON2 block	LmPK inh	Pf growth 96h	Shiga inhibitor
CCS(=O)(=O)NCC(c1cccnc1)N1CCN(c2ccccc2OC)CC1 (configuration not stated)	-7%	1	-2%	2%	-1%	-2%	-4
O=C(O)CCN1c2cccc3cccc(c23)S1(=O)=O	5%	-5	0%	15%	4%	39%[activator]	0
CCC(=O)N1CCN(c2c(Cl)cccc2[N+](=O)[O-])CC1	40%[activator]	-3	-6%	-3%	6%	?	-23
COc1ccc(C(=O)NCc2ccc(N3CCN(C)CC3)cc2)cc1	21%	10	1%	0%	0%	-6%	1
COc1cc(CNc2ccc(C(=O)O)cc2)cc(Br)c1OCC(=O)NC(C)(C)C	-11%	-2	-7%	7%	-1%	-2%	7
COc1ccc(C2=NOC(C(=O)NCCCn3ccnc3)C2)cc1 (configuration not stated)	·	-1	3%	-15%	2%	?	-11
Cc1ccccc1Cc1c(C)nc2nc(SCC(=O)N3CCC4(CC3)OCCO4)nn2c1C	·	-4	-10%	29%	7%	31%[activator]	-12
CCOC(=O)C1(CC2CCCCO2)CCN(Cc2nc3ccccc3[nH]2)CC1 (configuration not stated)	-1%	-1	6%	3%	6%	-13%	-5
O=[N+]([O-])c1ccc(O)c(/C=N/n2cnnc2)c1	-1%	-6	2%	-15%	1%	-33%	5
CCCCNC(=O)/C=C1\Sc2ccccc2NC1=O	18%	23	1%	31%[activator]	-3%	?	13
CC(C)Nc1nc(Oc2ccc(Cl)cc2)cc(C(F)(F)F)n1	36%[activator]	-2	1%	13%	-3%	24%	-1
O=C(c1ccccc1Cl)N1CCN(S(=O)(=O)N2CCCCC2)CC1	-15%	-4	-8%	-15%	1%	1%	-3
CNC(=O)Nc1ccccc1NC(=O)NC	5%	-2	6%	33%[activator]	-1%	?	27
COc1ccc(C(=O)NCC2OCCc3ccccc32)cc1OC (configuration not stated)	-84%[5.75 µM]	-5	-1%	5%	-2%	-1%	-1
O=S(=O)(NCCc1ccccc1)c1ccc(Br)s1	112%[activator]	-1	-6%	-1%	4%	47%[activator]	19
COCCOC(=O)c1[nH]c2c(c1C)C(=O)CC(c1ccc(F)cc1)C2 (configuration not stated)	·	-8	1%	-10%	4%	?	25
Cc1ccc(CN2CC(C(=O)N3CCN(c4ccccc4Cl)CC3)CC2=O)cc1 (configuration not stated)	6.6µM*	·	1%	-7%	·	12µM*	·
Cc1ccc(Cn2nc(C)c(C(=O)NCC(c3cccs3)N3CCOCC3)c2Cl)cc1 (configuration not stated)	12µM*	·	-13%	37%[activator]	·	?	·
COC(=O)c1[nH]c2ccccc2c1Sc1ccccc1	-11%	-1	1%	-3%	0%	-14%	-1
CC1C/C(=N/N=C2/NC(=O)CS2)CC(C)(C)C1 (configuration not stated)	-12%	-2	-2%	34%[activator]	-1%	10µM*	37
Cc1cccc(N2CCN(Cc3oc(CO)cc(=O)c3O)CC2)c1C	·	-6	-4%	-26%	-6%	29%	22
CN1C(=S)SC(/[N+]([O-])=C/c2ccc(Cl)cc2)C1(C)C (configuration not stated)	134%[activator]	5	5%	-5%	3%	-5%	-5
CCOc1cc(/C=C/C(=O)c2ccc3c(c2)OCCO3)ccc1OCC(=O)N(C)C	?	-5	-1%	-26%	6%	?	-9
COC(=O)c1sc(C(F)(F)F)c(-c2ccccc2)c1S(=O)(=O)NC(C)(C)C	18%	6	1%	0%	2%	23%	-4
CC(OC(=O)Cn1cnc2c1c(=O)n(C)c(=O)n2C)C(=O)N(C)c1ccccc1 (configuration not stated)	-12%	·	1%	-5%	·	48%[activator]	·
CC12CCC(=O)N1C(C(=O)OCC(=O)Nc1cccc(S(=O)(=O)N3CCCCCC3)c1)CS2 (configuration not stated)	1%	-2	-10%	-15%	1%	-8%	5
COCCn1c(SCC(=O)Nc2sc(C)c(C)c2C#N)nnc1-c1ccc(OC)cc1	10%	-4	2%	-13%	5%	-14%	-19
COc1ccc(/C=N/N=C2/NC(=O)C(CC(=O)NC(C)C)S2)cc1 (configuration not stated)	-5%	-5	-2%	12%	-6%	25%	-14
COc1ccccc1NC(=O)C1=C(C)Nc2nc(-c3cccs3)nn2C1c1cccnc1 (configuration not stated)	·	-6	1%	21%	-2%	?	-15
CN1C(=O)CC(c2ccccc2)Nc2ccccc21 (configuration not stated)	15%	3	3%	6%	2%	27%	27
COc1cccc(-c2cc(C(F)(F)F)c(C#N)c(=O)[nH]2)c1	-6%	-2	-5%	-5%	1%	-1%	4
CC1=C(C(N)=O)C(c2ccccc2[N+](=O)[O-])n2ncnc2N1 (configuration not stated)	·	-5	?	18%	-2%	211%[activator]	1
CN(CC(=O)Nc1cccc(F)c1)C(=O)CNS(=O)(=O)c1ccc(N(C)C)c([N+](=O)[O-])c1	-29%	·	-19%	-13%	·	-25%	·
COCCOc1ccc(C(F)(F)F)cc1NC(=O)COC(=O)c1c(C)noc1C	9.3µM*	-5	-2%	9%	9%	4.7µM*	-5
CCCC(=O)OCC(=O)Nc1ccc(OC(F)F)cc1	·	-1	11%	-1%	4%	?	-4
Cc1ccc(-c2nc(C#N)c(NCc3cccc4c3OCO4)o2)cc1	5%	26*	-13%	-21%	3%	·	59*
O=C(N/N=C/c1ccncc1)c1ccc(OCc2ccccc2)cc1	?	1	3%	0%	0%	?	25
COc1ccc(C(=O)c2c[nH]c3ccccc23)cc1	44%	61*	1%	-7%	0%	?	65*
Nc1cc(N)cc(C(=O)OCC(=O)Nc2cc(S(=O)(=O)N3CCCCC3)ccc2Cl)c1	-30%	0	0%	6%	1%	?	9
COCCCNC(=O)CSc1ccc(Cl)cc1	18%	7	-12%	?	-7%	120%	13
COc1ccccc1C(CC(=O)N1CCCC1)c1ccc2c(c1)OCO2 (configuration not stated)	?	-4	1%	0%	-13%	224%[activator]	32
Cc1ccc(Cn2nnnc2CN2CCC(NC(=O)C(C)(C)C)CC2)cc1	7%	9	6%	-11%	-2%	24%	-14
CC(=O)c1cc(OC(=O)N2CCOCC2)ccc1OC(=O)N1CCOCC1	-5%	0	-1%	-8%	-1%	?	1
O=C(NC(=S)Nc1ccc(F)c(Cl)c1)C1CC1	-37%	28*	5%	0%	2%	-6%	17
CCCCN1C(=O)C(O)(c2ccccc2)c2cc(Br)ccc21 (configuration not stated)	·	5	0%	-3%	-4%	?	24
Cc1ccc(NS(=O)(=O)c2ccc(CCC(=O)NCCO)cc2)cc1	·	-2	-18%	19%	-2%	21%	-11
COc1ccc(/C=C\C(=O)CC(O)(c2ccccc2)C(F)(F)F)cc1 (configuration not stated)	·	7	3%	-4%	26%	?	-21
CC1CN(c2nc3c(c(=O)[nH]c(=O)n3C)n2Cc2ccccc2F)CC(C)O1 (configuration not stated)	?	13	-10%	-1%	4%	15%	14
C=C[C@H]1CN2CC[C@H]1C[C@H]2[C@H](O)c1ccnc2ccccc12	0.15µM*	·	1%	-5%	·	?	·
Cc1ccc(C)c(NC(=O)CSc2sc3c(O)cc(=O)[nH]c3c2C#N)c1	3%	5	-13%	2%	-4%	-16%	-5
O=C(NCC(=O)N(c1ccccc1F)C(C(=O)NCC1CCCO1)c1ccccc1)c1ccco1 (configuration not stated)	-3%	6	0%	2%	3%	?	-5
COc1cccc(NC(=S)N2CCn3c(nc4ccccc43)C2)c1	-6%	-3	?	-3%	-1%	36%[activator]	12
Clc1ccc(C2=Nn3c(nnc3-c3n[nH]c4c3CCC4)SC2)cc1Cl	12µM*	-4	-15%	15%	5%	?	-8
CC(C)c1cc(Nc2cccc(O)c2)cc(C(C)C)c1O	?	10	·	·	-20%	12µM*	10
O=C(CSc1nnc(-c2ccccc2F)o1)NC1CCCCC1	9%	1	6%	-15%	-1%	?	26
O=C(CSc1ccc(-c2ccc(F)cc2)nn1)NCCc1ccccc1	18%	9	1%	-6%	2%	5%	-10
Nn1c(SCC(=O)NC2CCCc3ccccc32)nnc1-c1ccc(Cl)cc1Cl (configuration not stated)	-25%	0	·	·	1%	?	-2
O=C(Oc1ccccc1Cl)c1ccc(-n2cncn2)nc1	35%[activator]	-1	7%	-4%	1%	30%	-35
O=C(O)Cn1nc(-c2ccccc2)oc1=O	28%	-1	-13%	-2%	6%	·	-16
COc1ccccc1/C=C/CN1CCC(n2nccc2NC(=O)C2CC2)CC1	7%	-3	4%	-8%	2%	?	-3

Grouped by structure: the entries above containing an aryl thioether with sulfur outside any ring (8)
SMILES	Pf growth 48h	Cycloheximide cs	Tb PYK inh	AMA1 RON2 block	LmPK inh	Pf growth 96h	Shiga inhibitor
Cc1ccccc1Cc1c(C)nc2nc(SCC(=O)N3CCC4(CC3)OCCO4)nn2c1C	·	-4	-10%	29%	7%	31%[activator]	-12
COC(=O)c1[nH]c2ccccc2c1Sc1ccccc1	-11%	-1	1%	-3%	0%	-14%	-1
COCCn1c(SCC(=O)Nc2sc(C)c(C)c2C#N)nnc1-c1ccc(OC)cc1	10%	-4	2%	-13%	5%	-14%	-19
COCCCNC(=O)CSc1ccc(Cl)cc1	18%	7	-12%	?	-7%	120%	13
Cc1ccc(C)c(NC(=O)CSc2sc3c(O)cc(=O)[nH]c3c2C#N)c1	3%	5	-13%	2%	-4%	-16%	-5
O=C(CSc1nnc(-c2ccccc2F)o1)NC1CCCCC1	9%	1	6%	-15%	-1%	?	26
O=C(CSc1ccc(-c2ccc(F)cc2)nn1)NCCc1ccccc1	18%	9	1%	-6%	2%	5%	-10
Nn1c(SCC(=O)NC2CCCc3ccccc32)nnc1-c1ccc(Cl)cc1Cl (configuration not stated)	-25%	0	·	·	1%	?	-2

The order is random. About 21% of those tested had a hit in this group.
